Screens from PubChem.
PostGolgi ctrl: inhibits growth of the yeast control strain. efflux-deficient yeast background strain, growth absorbance A615, 16 h. inhibition, % at 10 µM. 5% of 98,000 active. AID 738
FAK inh: blocks human focal adhesion kinase activity. Q05397. biochemical FAK kinase activity assay. AID 727. 0.84% of 97,000 active. inhibition, %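 (tested at 7 µM)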; in the data active means inhibition above about 19%;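 further: 0% = DMSO and 100% = reference compound high control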
S1P2 agonist: agonists of human S1P2 receptor; 0.46% of 97,000 active; O95136; activation, % at 4.5 µM; AID 729; S1P2-expressing cell line, agonist reporter read-out; in the data active means activation above about 16%;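 further: 0% = vehicle low control and 100% = maximal reference agonist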
Target sequence (O95136 whole entry, looked up): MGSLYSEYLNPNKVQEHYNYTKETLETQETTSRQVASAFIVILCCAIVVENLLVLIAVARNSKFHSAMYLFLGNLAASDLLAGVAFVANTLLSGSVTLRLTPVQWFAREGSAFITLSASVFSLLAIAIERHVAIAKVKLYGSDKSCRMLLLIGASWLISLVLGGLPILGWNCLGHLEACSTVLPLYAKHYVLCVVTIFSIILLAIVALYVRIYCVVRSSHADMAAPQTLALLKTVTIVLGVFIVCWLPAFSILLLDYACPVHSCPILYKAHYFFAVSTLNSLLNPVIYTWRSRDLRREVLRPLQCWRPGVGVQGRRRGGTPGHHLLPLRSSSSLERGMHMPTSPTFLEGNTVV
PostGolgi yeast: growth inhibition of a yeast mutant, post-Golgi transport screen; post-Golgi transport phenotypic cell assay; inhibition, % at 10 µM; 0.9% of 98,000 active; AID 739;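 further: yeast cells grown in 1536-well plates; yeast grown about 18 h at 30C before absorbance read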
S1P2 antag: blocks the human S1P2 receptor; 0.21% of 97,000 active; cell-based S1P2 antagonist assay, inhibition at 5 uM; inhibition, % at 5 µM; O95136; in the data active means inhibition above about 45%;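 further: CRE beta-lactamase reporter cells expressing human S1P2 stimulated with S1P; 0% = agonist at EC80 alone and 100% = agonist plus reference antagonist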
LYP inh 2: inhibitors of human LYP (PTPN22) phosphatase | Q9Y2R2 | recombinant LYP catalytic domain, DiFMUP fluorescence | inhibition, % at 2 µM | 0.21% of 96,000 active | AID 640;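 active means inhibition at 2 µM at or above a set limit, the screen mean plus 3 SD, cut at about 24% in these data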;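 further: 0% = DMSO with enzyme and 100% = enzyme fully blocked by orthovanadate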
EphB4 ephrin blk: antagonists of human EphB4-ephrin-B2 interaction; EphB4 LBD / TNYL-RAW-Alexa532 peptide, fluorescence polarization; inhibition, % at 7 µM; 0.15% of 97,000 active;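 active means inhibition above the screen-wide mean inhibition plus 3 SD, cut at about 15% in these data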;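 further: 0% = DMSO wells and 100% = excess unlabeled TNYL-RAW peptide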
HIV Rev-RRE inh: disrupts HIV-1 Rev binding to RRE RNA | P05866 | Rev peptide-RRE RNA binding, FRET | inhibition, % at 8 µM | 0.79% of 97,000 active | AID 704;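 active means inhibition above the screen-wide mean plus 3 SD, cut at about 35% in these data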;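 further: 0% = median DMSO wells and 100% = median Neomycin B control wells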
Target sequence (P05866 whole entry, looked up): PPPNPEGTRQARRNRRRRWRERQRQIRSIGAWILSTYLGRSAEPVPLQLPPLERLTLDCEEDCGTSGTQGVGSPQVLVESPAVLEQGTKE
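Test system: Cy5-tagged RRE RNA duplex with fluorescein-tagged Rev peptide; Probe or stimulus: labelled Rev peptide; Schedule: 5 min preincubation and 15 min binding, 25 °C; Signal: FRET fluorescence readout; Evaluation: % inhibition from 671/540 nm acceptor-to-donor ratio, scaled between controls; Control set: DMSO and neomycin B.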
LYP act: LYP (human) phosphatase activation. Q9Y2R2. recombinant LYP, DiFMUP fluorescence; 0 = plate median, 100 = signal doubled. activation, % at 2 µM. 0.11% of 96,000 active. AID 697;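 active means activation at 2 µM above a set limit, the mean plus 5 SD, cut at about 37% in these data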
* marks the source's active call; other numbers are inactive results; · = no result given. Unless noted, no stated cut-off is given here; in the data, active means inhibition above about 30%; inactive means the rest.

SMILES	PostGolgi ctrl	FAK inh	S1P2 agonist	PostGolgi yeast	S1P2 antag	LYP inh 2	EphB4 ephrin blk	HIV Rev-RRE inh	LYP act
COc1ccccc1OCC(=O)Nc1ccc(CSc2ccccc2)cc1C	-2	2	-1	-1	-8	-10	4	5	6
CC1(C)CC(=O)c2cc(C(=O)N3CCN(CCO)CC3)c(=O)n(-c3ccc(Cl)cc3)c2C1	10	2	5	2	-26	-6	-1	-5	6
CCN(CCNS(=O)(=O)c1ccc2[nH]c(=O)sc2c1)c1ccccc1	7	2	-5	6	10	11	-2	3	-13
N#Cc1c(NC(=O)CSc2ncnc3sccc23)oc(-c2ccco2)c1-c1ccco1	8	22*	0	3	-10	13	-1	31	-13
CN1CCN(C(=O)c2cc3c(n(-c4ccccc4)c2=O)CC(C)(C)CC3=O)CC1	0	0	-3	0	-15	-12	-9	-1	10
CCCCC1CCC(C(=O)Nc2c(C)n(C)n(-c3ccccc3)c2=O)CC1 (stereo not drawn)	·	-3	-4	·	1	0	1	-2	0
COc1ccc(CN2CCCCC2C)c(C)c1C (stereo not drawn)	6	3	-9	5	12	-12	0	3	10
O=C(CSc1nc2ccccc2c(=O)n1-c1ccccc1)NCc1ccc2c(c1)OCO2	16	8	-7	2	22	3	3	8	0
O=C(NC1CC1)c1ccc(S(=O)(=O)NCC2CCCCC2)cc1	11	2	-2	-5	16	2	3	8	-3
CCCC(c1nnnn1C(C)(C)CC)N1CCN(C2CCCC2)CC1 (stereo not drawn)	2	-1	-4	-8	-5	-5	-1	0	2

Just LYP inh 2 and HIV Rev-RRE inh (2 entries from above):
| Compound | LYP inh 2 | HIV Rev-RRE inh |
| --- | --- | --- |
| CCN(CCNS(=O)(=O)c1ccc2[nH]c(=O)sc2c1)c1ccccc1 | 11 | 3 |
| N#Cc1c(NC(=O)CSc2ncnc3sccc23)oc(-c2ccco2)c1-c1ccco1 | 13 | 31 |

Other compounds follow.
SMILES	PostGolgi ctrl	FAK inh	S1P2 agonist	PostGolgi yeast	S1P2 antag	LYP inh 2	EphB4 ephrin blk	HIV Rev-RRE inh	LYP act
Cc1cccc(C(=O)Nc2ccc(CC(=O)O)cc2)c1	4	-1	-2	-5	-5	-11	1	5	7
CNC(=O)CN1C(=O)C2C3C=CC(C3)C2C1=O (stereo not drawn)	2	-1	-5	0	19	2	-1	17	-5
C=CCn1c(SCC(=O)O)nnc1-c1cccc(Cl)c1	13	0	-5	-2	-2	-3	0	3	0
CCC(=O)N1CCN(c2cc(C)ccc2C)CC1	19	-7	-2	11	2	9	5	1	-8
Cc1ccc2nc(NC(=O)Cn3cc4c(n3)CCCCC4)sc2c1	4	5	-1	6	2	0	1	15	-2
CC(C)c1ccc(N=c2c([N+](=O)[O-])nn(-c3ccc4c(c3)OCCO4)n2O)cc1	-1	-3	-5	-1	15	15	-8	10	-10
CCOC(=O)C1CCCN(C(=O)c2cnn3c(C(F)F)cc(-c4ccc(C)cc4)nc23)C1 (stereo not drawn)	10	-3	-3	-3	17	7	6	3	-9
C/C=C(\C)CN1CCN(c2ccccc2)CC1	-8	0	-3	8	1	6	1	6	-5
CC(=O)NC(c1cccc([N+](=O)[O-])c1)c1c(OC(C)=O)ccc2ccccc12 (stereo not drawn)	·	2	-3	·	15	-1	-7	-1	2
COc1ccc(N2CCN(S(=O)(=O)/C=C/c3ccccc3)CC2)cc1	10	2	-1	8	-10	-12	-1	0	11
Cc1ccc(N2CC(C(=O)OCC(=O)C(C)(C)C)CC2=O)cc1C (stereo not drawn)	1	-5	-6	-1	11	-3	-5	2	1
O=C(Cn1cnc2c(nnn2Cc2ccc(F)cc2)c1=O)N1CCCc2ccccc21	·	-2	-9	·	-1	10	2	7	-15
Cc1ccccc1-c1nc2ccccc2o1	29	2	-4	13	13	2	1	6	-2
Cc1onc(-c2c(F)cccc2Cl)c1C(=O)N1CCCc2ccccc21	-1	3	-4	12	2	3	12	7	-4
CCOC(=O)COc1ccc(N)cc1CC(NC(C)=O)(C(=O)OCC)C(=O)OCC	3	1	-5	0	-3	-3	-6	-1	1
CCCC(=O)N1CCN(c2ccc(NC(=O)c3ccc(Br)o3)cc2)CC1	11	4	-8	1	-10	-3	-9	0	2
CC(C)C(c1nnnn1C1CCCCC1)N1CCOCC1 (stereo not drawn)	2	0	0	-4	-2	-4	3	3	2
O=C(CSc1nnc(-c2cccnc2)n1Cc1ccco1)Nc1nc(-c2ccc(F)cc2)cs1	19	-8	-6	-3	-16	-13	10	7	10
COC(=O)c1sccc1NC(=O)C1C2C=CC(O2)C1C(=O)O (stereo not drawn)	-5	1	-2	1	-2	-35	1	3	28
CC(NC(=O)c1cccnc1)C(c1cccs1)N1CCN(C)CC1 (stereo not drawn)	0	-5	-2	-5	17	-12	-3	1	11
Clc1ccc2c(c1)CCc1cccnc1C2=C1CCNCC1	2	-1	-3	2	4	8	0	11	-6
CC1CCC2(CC1)NC(CO)(CO)CO2 (stereo not drawn)	·	-1	-3	·	10	-10	-1	5	9
Clc1ccc(-n2nnnc2Sc2ncnc3sccc23)cc1	·	10	-9	·	12	14	5	4	-10
COc1cccc(N2C(=O)C3ON(c4ccccc4)C(c4cccs4)C3C2=O)c1 (stereo not drawn)	-10	-4	-3	-6	18	7	4	5	-10
Cn1c(=O)c2c(nc(CN3CCc4ccccc4C3)n2CCc2ccccc2)n(C)c1=O	·	10	-12	·	-4	9	10	2	-6
Clc1ccc(OCCCNCc2ccccc2)c(Br)c1	31*	6	-7	-37	6	1	3	13	-2
CCOC(=O)C1=C(C)NC2=C(C(=O)CCC2)C1c1ccc(N(C)C)cc1 (stereo not drawn)	-2	0	-3	0	3	6	6	0	-7
COC(=O)Nc1nc(C)c(C(=O)c2ccccc2)s1	22	-2	0	0	-12	-12	0	-1	13
O=C(Nc1ccccc1Cl)NC1(C(=O)N2CCCC2)CCCCC1	·	0	-3	·	-15	-7	3	5	6
COc1cccc(C(=O)Nc2ncc3c(n2)CC(c2ccc(OC)cc2OC)CC3=O)c1 (stereo not drawn)	-3	4	0	-6	-27	-4	-5	7	2
CCOC(=O)c1sc(NC(=O)c2cc3n(n2)C(C(F)(F)F)CC(c2ccccc2)N3)c(C(=O)OCC)c1C (stereo not drawn)	1	2	3	0	-11	2	3	7	-1
COCCNC(=O)c1onc(CSc2cc(C)cc(C)c2)c1C(=O)O	2	2	-6	-2	7	8	-1	-3	-5
O=C(Nc1ccccc1C(F)(F)F)N1CCC(n2c(=O)[nH]c3ccccc32)CC1	2	1	-9	-8	-10	2	-4	-2	2
COc1cccc(NC(=O)C(NCC(C)(C)CN(C)C)c2ccccc2)c1 (stereo not drawn)	-1	1	0	0	10	0	-1	2	2
CC(C)[C@@H](C(=O)OCC(=O)Nc1ccc2c(c1)OCO2)N1C(=O)c2ccccc2C1=O	12	2	-5	16	-13	0	-1	13	3
c1cc(C2OCCN2CC2COC3(CCCC3)O2)ccn1 (stereo not drawn)	-8	-7	-6	5	-16	2	-12	-1	1
COCC(C)NCc1cccc(OC)c1OC (stereo not drawn)	6	9	-2	-9	5	4	5	6	-1
CS(=O)(=O)N1CCN(c2ccccc2F)CC1	31*	0	-5	7	-6	-1	-4	6	5
Cc1cccc(OCC(=O)N2CCC(N3CCOCC3)CC2)c1	13	-4	-5	-6	18	-6	0	4	6
CCOc1ccc(NC(=O)C(C)O)c(NS(=O)(=O)c2ccc(CCNC(C)=O)cc2)c1 (stereo not drawn)	-4	-2	-7	-4	-9	7	1	3	-8

Quoted at random: 7 records from the list
SMILES	PostGolgi ctrl	FAK inh	S1P2 agonist	PostGolgi yeast	S1P2 antag	LYP inh 2	EphB4 ephrin blk	HIV Rev-RRE inh	LYP act
c1cc(C2OCCN2CC2COC3(CCCC3)O2)ccn1 (stereo not drawn)	-8	-7	-6	5	-16	2	-12	-1	1
Cc1ccccc1-c1nc2ccccc2o1	29	2	-4	13	13	2	1	6	-2
Clc1ccc(-n2nnnc2Sc2ncnc3sccc23)cc1	·	10	-9	·	12	14	5	4	-10
COCC(C)NCc1cccc(OC)c1OC (stereo not drawn)	6	9	-2	-9	5	4	5	6	-1
CC(=O)NC(c1cccc([N+](=O)[O-])c1)c1c(OC(C)=O)ccc2ccccc12 (stereo not drawn)	·	2	-3	·	15	-1	-7	-1	2
CNC(=O)CN1C(=O)C2C3C=CC(C3)C2C1=O (stereo not drawn)	2	-1	-5	0	19	2	-1	17	-5
CCC(=O)N1CCN(c2cc(C)ccc2C)CC1	19	-7	-2	11	2	9	5	1	-8

New compounds follow
SMILES	PostGolgi ctrl	FAK inh	S1P2 agonist	PostGolgi yeast	S1P2 antag	LYP inh 2	EphB4 ephrin blk	HIV Rev-RRE inh	LYP act
O=C(O)CCCC(=O)OCCCCc1cccs1	-7	-3	-1	5	2	-7	-10	7	6
CCN(CCO)c1ccc(-n2c(N)c(C(=O)OC)c3nc4ccccc4nc32)cc1	2	-1	-4	-4	0	8	-6	4	-9
CCCOc1ccc(N2C(=O)CC(N3CCN(c4nc5ccccc5s4)CC3)C2=O)cc1 (stereo not drawn)	-1	-5	-7	7	14	13	7	8	-11
COc1ccc(CNc2ccc(-c3ccccc3OC)nn2)cc1	16	6	-10	8	12	13	6	3	-13
COc1ccc2cc(C(c3nnnn3Cc3ccc(F)cc3)N3CCCCCC3)c(=O)[nH]c2c1 (stereo not drawn)	5	2	-4	0	1	5	-8	11	-8
Cc1cc(NC(=O)CSc2nnc(COc3cccc(C)c3C)n2C)no1	0	12	-8	11	12	6	8	2	-7
CC1CCN(S(=O)(=O)c2ccc(S(=O)(=O)NCC3COCCO3)cc2)CC1 (stereo not drawn)	5	1	-6	19	20	2	-3	2	-5
Cc1ccc(C(=O)Nc2cccc(C(=O)N3CCN(C)CC3)c2)cc1	6	-5	-5	7	1	0	3	6	2
COc1ccc(CNC(=O)CSc2ncn[nH]2)cc1	-3	-2	-3	-1	17	-4	3	6	2
CCNC(=S)NNC(=O)c1cc(-c2cccc(C)c2)nc2ccccc12	5	1	-3	-2	26	8	8	1	-4
CCc1ccc(NC(=O)C(CC)Sc2nc3cc4c(cc3c(=O)n2Cc2ccco2)OCO4)cc1 (stereo not drawn)	7	-1	-6	-2	-4	4	4	5	-5
Cc1nc(SCC(=O)Nc2ccccc2C(F)(F)F)c(C#N)c(C)c1CC(=O)c1ccc(Br)cc1	0	1	-2	-14	-31	2	-1	13	-3
CCOc1cc(-c2nc3ccccn3c2NCC2CCCO2)ccc1O (stereo not drawn)	3	4	-10	7	19	9	1	36	-6
COc1ccc(CCNC(=O)COC(=O)c2ccc[nH]c2=O)cc1	9	1	3	-2	-9	3	-5	4	-5
COC(=O)NC1CCS(=O)(=O)C1 (stereo not drawn)	6	-3	-5	-7	5	-5	-5	7	5
C=CCn1c(SC(C)C(=O)NCCC2=CCCCC2)nc2ccccc2c1=O (stereo not drawn)	32*	1	-5	-7	-20	8	-5	5	-10
Cc1noc(C)c1C(=O)NC(C)C1CCCO1 (stereo not drawn)	11	3	-14	4	4	-2	5	7	6
Cn1c(CNS(=O)(=O)c2ccc(F)cc2)n[nH]c1=S	0	8	-4	-5	17	23	1	7	-19
Clc1cccc(Cl)c1CSc1nnc(/C=C/c2ccccc2)o1	5	0	-1	0	-3	1	-4	19	2
CCCCN(CCCC)CCNC(=O)Cc1nc2c(c(=O)[nH]c(=O)n2C)n1C	-5	1	-5	-2	4	-10	3	1	10
CCOC(=O)N1CCN(C(=O)c2n[nH]c(=O)c3ccccc23)CC1	1	-2	-8	2	4	1	2	9	-8
COc1cccc(C(=O)N(C)c2nnc(-c3ccncc3)s2)c1	1	1	-5	16	8	9	-3	7	-8
CCN1C(=O)/C(=C2\SC(=S)N(c3c(C)n(C)n(-c4ccccc4)c3=O)C2=O)c2ccccc21	-2	-2	-1	-1	0	-8	-6	2	6
COc1ccc(-c2nnc(-c3ccc(OCC(C)C)cc3)o2)cc1	19	-3	-3	-3	0	22	-4	0	-21
CN1C(=O)CCC1(O)c1ccccc1 (stereo not drawn)	12	-1	-5	12	1	8	-4	6	-2
COC(=O)c1ccc(Cl)c(NC(C)=O)c1	11	4	-3	-2	-4	-15	0	0	10
